BRCA1 expr act – activators of BRCA1 expression; MCF7-BRCA1-FFLuc reporter, luminescence, 48 h; response scale: scaled: vehicle 0%, 10 µM genistein 100%; Potency, µM (highest dose often 46.1 µM), for inactives: at the top dose activation, hits mostly activators; actives 1.1% (n = 380,000); AID 624202; also: nearly all actives have a fitted effect of over 80% in size; some results filed as inactive show a strong effect at the top dose
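48 h compound treatment of MCF7-BRCA1-FFLuc cells (phenol-red free MEM, 37 °C), then 15 min with luciferase substrate and luminescence imaging.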
uPA surface inh – blocks generation of uPA at the cell surface | AID 540303 | Potency, µM (top dose mostly 38.3 µM), for the others: at the top dose activity change, negative = inhibition, actives largely listed as inhibitors | actives 0.31% (n = 330,000) | cell surface uPA generation assay, qHTS; active = well fitted inhibition curve with a large enough effect; inconclusive = small, poorly fitted or top-dose-only effect; inactive = no such curve, though single readings can be large or run the other way; tested in mouse RAW 264.7 cells; also: % is scaled to controls: 0 for no effect and ±100 for the full control effect; nearly all actives have a fitted effect of over 55% in size
RORgamma inh – blocks mouse ROR gamma transcriptional activity; Drosophila S2 Gal4-RORgamma UAS-luciferase reporter, 20 h; P51450; Potency, µM (titrated, usually from 53.6 µM), for inactives: top-dose activity change, negative = inhibition, most hits filed as inhibitors; actives 5.4% (n = 310,000); also: % is scaled to controls: 0 for no effect and ±100 for the full control effect; nearly all actives have a fitted effect of over 60% in size
Target sequence (P51450 whole entry, looked up, the tested form may be a part): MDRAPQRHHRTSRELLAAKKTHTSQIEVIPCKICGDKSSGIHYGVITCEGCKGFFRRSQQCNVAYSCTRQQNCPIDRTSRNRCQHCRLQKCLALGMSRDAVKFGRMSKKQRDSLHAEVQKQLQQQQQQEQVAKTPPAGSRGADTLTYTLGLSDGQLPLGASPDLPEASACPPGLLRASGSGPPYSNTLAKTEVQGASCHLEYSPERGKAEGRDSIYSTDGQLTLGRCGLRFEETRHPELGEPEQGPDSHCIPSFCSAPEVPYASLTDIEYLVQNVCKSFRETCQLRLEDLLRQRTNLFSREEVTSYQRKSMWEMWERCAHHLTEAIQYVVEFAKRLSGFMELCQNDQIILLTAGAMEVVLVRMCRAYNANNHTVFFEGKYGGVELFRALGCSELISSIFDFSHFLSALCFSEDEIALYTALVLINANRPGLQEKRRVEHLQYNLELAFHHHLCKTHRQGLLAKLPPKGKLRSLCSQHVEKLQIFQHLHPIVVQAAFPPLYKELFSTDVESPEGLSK
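Drosophila Schneider cells stably carrying a metallothionein-driven Gal4 DBD–ROR gamma fusion and a UAS-Photinus luciferase reporter were exposed to compound for 1 hr, then induced with copper sulfate (700 uM final) for 20 hr at ambient temperature before luminescence reading.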
ELG1 genotox – inducers of genotoxicity in HEK293T ELG1-luciferase cells. AID 504466. actives 1.3% (n = 330,000). Potency, µM (series often up to 46 µM), inactives show top-dose activity change, positive = activation, actives largely listed as activators. HEK293T ELG1-luciferase reporter, luminescence, 16 h; also: % of control where 0% means no effect; nearly all actives have a fitted effect of over 60% in size
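DMSO vehicle served as control against compound-treated ELG1-luciferase HEK293T cells; exposure lasted 16 hr at 37 °C and 5% CO2, followed by ONE-Glo luminescence detection after 30 min.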
FLuc modulator – inhibits or activates purified firefly luciferase, miR-21 counter-screen; P08659; purified FLuc, Km substrates, luminescence inhibition; Potency, µM (highest dose often 57.5 µM), for inactives: at the top dose activity change, negative = inhibition, most hits filed as inhibitors; actives 6.9% (n = 360,000); AID 588342;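 also: plate controls were vehicle for no effect and reference inhibitor for full effect; nearly all actives have a fitted effect of over 55% in size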
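Biochemical qHTS of compounds, final roughly 60 µM downward over six points, against 10 nM purified firefly luciferase using Km concentrations of substrates (10 uM D-luciferin, 10 uM ATP) in Tris acetate pH 7.5 buffer; luminescence output.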
Rab9 promoter act – Rab9 promoter activation; Huh7 Rab9 promoter-luciferase reporter, luminescence, 24 h; Potency, µM (doses to about 9.22 µM), for inactives: at the top dose activation, negative = inhibition, most hits filed as activators; actives 2.8% (n = 320,000); also: % of control where 0% means no effect; nearly all actives have a fitted effect of over 60% in size
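Stable Rab9-luc Huh7, 1500 cells/well, 2 h settle; cmpd in DMSO, 24 h, 37 °C/5% CO2; luciferase reagent 10 min RT; luminescence.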
Gal4-VP16 FLuc – Gal4-VP16 reporter inhibition counter-screen; actives 3.5% (n = 310,000); AID 2546; Drosophila S2 Gal4-VP16 UAS-luciferase, luminescence, 20 h; Potency, µM (titrated, usually from 53.6 µM), without a hit: top-dose activity, negative = inhibition, actives largely listed as inhibitors;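 also: Gal4-VP16 expression switched on by copper sulfate through the metallothionein promoter; % is scaled to controls: 0 for no effect and ±100 for the full control effect; nearly all actives have a fitted effect of over 50% in size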
p53 reactivator – restores transcriptional activity of mutant p53; H1299 p53-A138V BP100-luciferase reporter, luminescence, 24 h; actives 0.063% (n = 320,000); AID 504706; Potency, µM (titrated, usually from 92.2 µM), for the others: at the highest dose activity change, positive = activation, most hits filed as activators; also: % of control where 0% means no effect; nearly all actives have a fitted effect of over 45% in size
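p53-null H1299 cells stably carrying temperature-sensitive p53-A138V and a BP100-luciferase reporter were pinned with compounds (4-point, 1:5 series) and held 24 hrs at 37 deg C. Luminescence was read 10 min after detection reagent.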
NPC1 prom act – NPC1 promoter activation | Huh7 NPC1 promoter luciferase reporter, 24 h | actives 2.4% (n = 320,000) | Potency, µM (doses to about 9.22 µM), for inactives: at the highest dose activation, actives largely listed as activators;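 also: % of control where 0% means no effect; nearly all actives have a fitted effect of over 60% in size; reporter is driven by a mutant NPC1 promoter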
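Quantitative HTS used a cell-based reporter: Huh7 cells stably bearing the NPC1 promoter upstream of luciferase were treated with compounds for 24 h, and promoter activation was read as luminescence.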
MBNL1 CUG block – blocks human MBNL1 binding to CUG repeat RNA; Q9NR56; TR-FRET MBNL1-His/biotin-(CUG)12 binding, 665/545 ratio; Potency, µM (doses to about 57.5 µM), inactives show at the highest dose activity change, negative = inhibition, actives largely listed as inhibitors; actives 0.036% (n = 280,000); active = well fitted inhibition curve with a large enough effect in the signal ratio, with a control signal flat, not every such curve was filed as active; inconclusive = small, poorly fitted or top-dose-only effect, or effect the other way, or a change in a side signal; inactive = no such curve, though single readings can be large or run the other way; the % refers to the signal ratio; also: % is scaled to controls: 0 for no effect and ±100 for the full control effect
Target sequence (Q9NR56 whole entry, looked up): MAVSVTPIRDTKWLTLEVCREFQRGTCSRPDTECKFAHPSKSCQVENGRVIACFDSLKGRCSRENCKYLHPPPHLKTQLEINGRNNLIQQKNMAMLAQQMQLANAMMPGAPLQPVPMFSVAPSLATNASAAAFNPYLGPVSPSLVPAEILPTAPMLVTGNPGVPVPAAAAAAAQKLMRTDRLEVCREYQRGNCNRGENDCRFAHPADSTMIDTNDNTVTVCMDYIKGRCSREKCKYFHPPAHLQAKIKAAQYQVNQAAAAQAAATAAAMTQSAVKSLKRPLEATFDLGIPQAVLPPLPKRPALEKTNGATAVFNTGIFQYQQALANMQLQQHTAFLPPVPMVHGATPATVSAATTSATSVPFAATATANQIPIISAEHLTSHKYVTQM
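MBNL1-His + Biotin-(CUG)12, cpd titration 92 nM–58 uM; Tb anti-His Ab 0.055 ng/ul, SA-XL665 5 nM (final); 60 min RT; ratiometric 665/545 nm, Ex 340 nm; normalized to buffer and full-complex controls.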
* hit, by the source's call; u = inconclusive; x = no result given; [ ] = another dose, or the depositor's remark. Unless noted, calls follow the shape of the dose curve; as a rule, active = well fitted curve in the direction sought with a large enough effect; inconclusive = small, poorly fitted or top-dose-only effect, or another doubt; inactive = no such curve, though single readings can be large; an effect the other way counts as inactive or inconclusive. Potency is read from the fitted curve at half-maximal effect. The order is random; 13% or so of the library scored in one or more.

Values in the order: BRCA1 expr act	uPA surface inh	RORgamma inh	ELG1 genotox	FLuc modulator	Rab9 promoter act	Gal4-VP16 FLuc	p53 reactivator	NPC1 prom act	MBNL1 CUG block
> COc1ccc(OC)c(S(=O)(=O)CC(=O)c2cc3ccc(OC)cc3oc2=O)c1
→ 8.5%	10.8%	-22.6%	1.7%	2.6%	3.4%	-15.1%	0.0%	5.3%	u
> CCC(=O)N(CC(=O)Nc1sc(C)c(C)c1C(N)=O)C1CCCCC1
→ -12.9%	4.6%	-1.4%	-1.4%	-0.7%	0.0%	-1.9%	9.5%	-0.3%	u
> CCn1cc(C(=O)O)c(=O)c2cnc(N3CCN(C(=S)Nc4ccccc4Cl)CC3)nc21
→ 3.8%	-13.4%	-8.6%	-8.6%	3.1%	-25.1%	0.4%	0.0%	-28.5%	11.4%
> O=C(COc1ccc2c(-c3ccccc3)cc(=O)oc2c1)NC1CCS(=O)(=O)C1 (stereo not drawn)
→ 0.0%	11.9%	x	-1.0%	u	-1.6%	x	-9.1%	0.2%	x
> CC(=O)c1c(C)[nH]c(C(=O)COC(=O)CN2C(=O)C3CCCCC3C2=O)c1C (stereo not drawn)
→ -4.2%	-1.8%	x	-0.3%	x	x	x	-1.8%	x	x
> COc1ccc(CC(=O)NNc2ncnc3c2cnn3-c2ccc(C)cc2)cc1
→ -30.4%	1.9%	-37.7%	4.6%	4.5%	-1.5%	u	3.9%	-0.5%	-3.2%
> Cc1cc(=O)oc2cc(OCC(=O)Nc3nccs3)ccc12
→ -3.2%	-15.9%	-22.0%	10.3µM*	5.36µM*	3.98µM*	-10.6%	u	2µM*	60.1%[activator]
> CN1CC2(C(=O)c3ccccc3)CN(C)CC(C(=O)c3ccccc3)(C1)C2
→ -32.9%	x	-12.0%	-1.7%	1.4%	-2.8%	0.8%	17.3%	-0.1%	-5.5%
> O=C(O)C1Cc2ccccc2CN1C(=O)COc1ccc(Br)cc1 (stereo not drawn)
→ -15.3%	1.3%	0.5%	3.4%	-19.8%	-1.3%	3.7%	3.0%	-0.3%	-10.2%
> COc1ccc2nc(NC(=O)CSc3nc(SC)ns3)sc2c1
→ 19.0%	10.0%	-58.9%	13.6%	u	u	-28.7%	u	20.3%	-9.1%

Printed as active in Rab9 promoter act (from the list above):
| Structure | BRCA1 expr act | uPA surface inh | RORgamma inh | Rab9 promoter act | p53 reactivator | NPC1 prom act |
| --- | --- | --- | --- | --- | --- | --- |
| Cc1cc(=O)oc2cc(OCC(=O)Nc3nccs3)ccc12 | -3.2% | -15.9% | -22.0% | 3.98µM* | u | 2µM* |

(next part)
Values in the order: BRCA1 expr act	uPA surface inh	RORgamma inh	ELG1 genotox	FLuc modulator	Rab9 promoter act	Gal4-VP16 FLuc	p53 reactivator	NPC1 prom act	MBNL1 CUG block
> Oc1ccc(C(=S)N2CCCCC2)cc1Cl
→ -9.6%	x	37.2%	-3.3%	3.5%	8.0%	-12.0%	1.7%	-1.9%	-0.4%
> COc1cc(/C=C/C(=O)OCC(=O)Nc2c(C)n(C)n(-c3ccccc3)c2=O)cc(OC)c1OC
→ 3.0%	-4.2%	x	-4.1%	-1.5%	13.1%	x	-6.1%	1.5%	x
> CCS(=O)(=O)N1N=C(c2cccs2)CC1c1cc2cc(C)ccc2nc1Cl (stereo not drawn)
→ -27.8%	4.0%	9.3%	14.5%	16.9µM*	-4.0%	24.8%	2.1%	-2.4%	18.1%
> Cc1cc(NC(=O)CCSc2ccccc2)ccc1Br
→ u	-4.3%	3.6%[10 µM]	u	23.9µM*	20.3%	23.4%	u	13.9%	x
> CCc1ccc(N2C(=O)CC(NNc3nc4ccccc4s3)C2=O)cc1 (stereo not drawn)
→ -7.0%	2.4%	-12.3%	2.8%	-1.8%	-5.8%	-28.9%	1.3%	-0.2%	20.3%
> Cc1ccc(NC(=O)CN(C)C(=O)Cc2c[nH]c3ccccc23)cc1
→ -20.8%	-3.3%	x	0.5%	x	x	x	5.0%	x	x
> CCc1c(C)sc(NC(=O)c2cccs2)c1C(=O)OC(C)C
→ -43.8%	-2.8%	8.9%	0.2%	-2.0%	-1.9%	4.2%	18.4%	-5.4%	0.0%
> COC(=O)N/N=C(\C)c1ccco1
→ 0.0%	-3.1%	-33.8%	-9.3%	-2.4%	3.1%	-14.7%	3.3%	-2.4%	x
> O=C(NCc1ccc2c(c1)OCO2)C1CCCN1S(=O)(=O)c1ccc(Cl)cc1 (stereo not drawn)
→ -22.0%	5.2%	2.4%	-5.5%	-2.1%	-4.4%	-15.7%	-2.5%	-0.6%	-2.5%
> COc1cc2c(cc1OC)CN(C(=O)/C=C/c1cc(OC)c(OC)c(OC)c1)CC2
→ -45.0%	-1.0%	-12.8%	-10.0%	-0.8%	-2.3%	3.1%	-1.4%	5.3%	u
> O=C(Cc1ccccc1)Nc1ccc(NC(=O)c2cccs2)c(Cl)c1
→ 40.7%	1.8%	u	-1.8%	0.6%	2.6%	4.4%	-5.2%	0.6%	-12.4%
> COc1cccc(/C=N/NC(=O)CNC(=O)c2cccnc2)c1O
→ -33.9%	-9.7%	17.8µM*	0.9%	-0.7%	-11.8%	-23.8%	7.8%	-5.5%	11.8%
> CCOc1cc(/C=N\NC(=O)OC)ccc1OC(=O)c1ccco1
→ 4.4%	-0.9%	4.5%	-3.9%	7.4%	5.5%	-9.6%	-3.6%	1.2%	6.1%
> Cc1noc(C)c1C(=O)N1CCCC(C(=O)c2ccc(Cl)cc2)C1 (stereo not drawn)
→ -8.2%	-1.4%	-0.7%	-3.6%	0.2%	0.0%	-21.2%	-4.5%	-3.1%	2.1%
> Cc1cc2c(cc1C)CSC(c1ccccc1OC(=O)C(C)C)SC2
→ -56.0%	-2.9%	25.3%	-1.4%	-0.3%	8.7%	9.9%	8.9%	-3.3%	-1.9%
> C#Cc1ccc([C@@H]2C=C(C(=O)OCC=C)O[C@H](OCCCCO)C2)cc1
→ 4.0%	12.9%	8.8%	-1.8%	3.0%	-3.3%	-2.8%	-3.6%	-2.4%	12.2%
> O=C(CSc1nnc(CNC(=O)c2c(F)cccc2F)o1)NCc1ccc(F)cc1
→ 6.9%	-6.1%	-15.1%	2.3%	2.6%	2.7%	-2.0%	-22.9%	-6.7%	-8.3%
> Cc1nn(Cc2ccccc2Cl)c(C)c1NC(=O)c1cc(-c2ccc(F)cc2)on1
→ -6.6%	x	17.6%	-6.6%	3.4%	-13.2%	u	9.5%	-1.1%	5.9%
> Cc1cccc(C)c1NC(=O)CN1CCN(CCCC(c2ccc(F)cc2)c2ccc(F)cc2)CC1
→ -9.6%	u	1.1%[16.9 µM]	u	2.3%	-6.6%	-8.7%[17 µM]	-17.2%	-8.9%	x
> CCOc1ccc(CN(C)C(=O)c2cccc(S(=O)(=O)N3CCCC3)c2)cc1OC
→ 0.4%	2.2%	x	2.8%	-0.2%	-5.6%	x	-8.9%	-4.3%	x
> COc1ccc(/C=N/NC(=O)CC(=O)NCc2cccnc2)cc1[N+](=O)[O-]
→ -18.7%	0.9%	x	-0.5%	1.7%	-0.2%	x	x	-3.4%	u
> CC1CC(C)CN(C(=S)NC2CCCCC2)C1 (stereo not drawn)
→ -11.5%	-3.6%	u	1.0%	5.2%	-3.2%	u	0.5%	-5.4%	-10.4%
> Cc1oc2ccc(OCc3cccc(Cl)c3)cc2c1C(=O)O
→ 8.6%	4.0%	4.6%	1.0%	-7.4%	10.0%	5.2%	-1.5%	0.8%	-7.4%
> COc1ccccc1NC(=O)Nc1ccc(Cc2ccncc2)cc1
→ 64.4%	-3.2%	27.8%	6.2%	16.9µM*	13.3%	-2.0%	7.7%	4.5%	-2.4%
> COc1ccc(CCNC(=O)C(C(=O)c2ccccc2)n2cc(Cl)ccc2=O)cc1OC (stereo not drawn)
→ -6.9%	-0.3%	-10.6%	1.2%	-1.2%	7.9%	-7.3%	-1.4%	-1.5%	-0.6%
> COc1ccccc1NC(=O)Cn1cnc2c(cnn2-c2ccc(C)c(C)c2)c1=O
→ -34.2%	4.4%	6.3%	-2.6%	-0.5%	2.2%	7.8%	-4.9%	-0.5%	7.5%
> O=C1CCCC2=C1C(c1ccccc1)CC(=O)N2c1ccccc1 (stereo not drawn)
→ -19.7%	0.7%	-0.8%	-1.9%	2.7%	-7.2%	1.5%	-2.0%	-0.7%	5.0%
> O=C(CC1C(=O)NCCN1Cc1cccc(C(F)(F)F)c1)NCCCOc1cccnc1 (stereo not drawn)
→ -7.8%	1.2%	34.4%	1.6%	-2.0%	-0.6%	-8.2%	-2.7%	0.1%	-5.2%
> CCOc1ccc(N2C(=O)CC(N3CCC(NC(=O)Nc4ccccc4)CC3)C2=O)cc1 (stereo not drawn)
→ 0.2%	-3.8%	-25.6%	4.1%	5.0%	-8.5%	3.0%	0.1%	2.5%	3.7%
> O=[N+]([O-])c1ccc(N2CCC(=NOCc3ccc(Cl)cc3)CC2)cc1
→ -52.0%	x	-1.4%	-4.2%	2.1%	-2.6%	u	2.6%	3.2%	26.9%
